STAT1 blocker – inhibitors of IFN-gamma induced STAT1 signaling | NIH 3T3 STAT1-luciferase reporter, luminescence | inhibition, % at 5.5 µM | 200,000 compounds, 0.35% hits | AID 920;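 active means inhibition above a set limit, the mean inhibition across all tested compounds plus 3 SD, cut at about 34% in these data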;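 further: 0% = IFN-gamma with DMSO and 100% = IFN-gamma with 300 µM nifuroxazide; values of inactives mirror those of a sister screen read the other way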
PPARg SRC-3 ag – promotes SRC-3 coactivator recruitment by human PPARgamma | P37231 | biochemical PPARgamma/SRC-3 coactivator recruitment assay | activation, % at 8 µM | 200,000 compounds, 0.26% hits; in the data active means activation above about 23%;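 further: 0% = DMSO and 100% = reference agonist; some compounds past the cut are filed as inactive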
STAT3 activator – activators of IL-6 induced STAT3 signaling; U3A cells, IL-6 STAT3-luciferase reporter, luminescence; 100% = signal with IL-6 EC80 alone; activation (% of control), % at 5.6 µM; 190,000 compounds, 0.91% hits; AID 871;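 active means activation above the screen-wide mean of compound activation plus 3 SD, cut at about 130% in these data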;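 further: 0% = background luminescence of wells with medium and substrate only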
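Test system: human U3A cells carrying STAT3-luciferase construct; control set: IL-6-only wells as 100% reference; timing: compound pre-incubation 1 h before IL-6, then 6 h stimulation at 37 °C; also added: IL-6 stimulus at 33 ng/mL final; evaluation: % activation versus median of IL-6-stimulated wells; detection: reporter luminescence signal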
PPARg SRC-1 ag – agonists of human PPARgamma SRC-1 coactivator recruitment | PPARgamma-SRC-1 coactivator recruitment biochemical assay | activation, % at 8 µM | 200,000 compounds, 0.41% hits; in the data active means activation above about 19%;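 further: 0% = DMSO and 100% = reference agonist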
STAT3 blocker – reduces IL-6 driven STAT3 reporter signal; inhibition, % at 5.5 µM; 190,000 compounds, 0.89% hits; AID 862; U3A cells, IL-6 STAT3-luciferase reporter, luminescence; host cell line lacks STAT1;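 active means inhibition above the mean inhibition across all screened compounds plus 3 SD, cut at about 44% in these data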;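 further: 0% = DMSO only wells and 100% = 100 µM nifuroxazide control wells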
RAM network inh – inhibitors of the yeast RAM network; 190,000 compounds, 1.8% hits; S. cerevisiae dse1pr::URA3 reporter, 5-FOA growth OD615, 2 d; analog-sensitive cbk1-as2 kinase mutant strain; inhibition, % at 50 µM; AID 868;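 active means inhibition above a set limit, 3 SD over mean compound inhibition, cut at about 8.4% in these data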;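 further: 0% = DMSO-only wells with no growth and 100% = 10 µM 1-NA-PP1 full growth; inhibition rescues growth on 5-FOA so higher OD means more RAM inhibition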
PPARg SRC2 recr – agonists of SRC-2 recruitment by human PPARgamma; P37231; PPARgamma LBD-SRC-2 recruitment, biochemical; activation, % at 8 µM; 200,000 compounds, 0.34% hits; AID 1032; in the data active means activation above about 22%;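 further: 0% = vehicle and 100% = reference agonist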
TLR4 MyD88 comp – TLR4-MyD88 interaction inhibition in cells. O00206+Q99836. HeLa CL3-4 TLR4/MyD88 BLA complementation, FRET ratio. inhibition, % at 8.4 µM. 200,000 compounds, 0.18% hits. AID 861; in the data active means inhibition above about 25%;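 further: 0% = vehicle and 100% = reference inhibitor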
Target sequence (O00206 whole entry, looked up): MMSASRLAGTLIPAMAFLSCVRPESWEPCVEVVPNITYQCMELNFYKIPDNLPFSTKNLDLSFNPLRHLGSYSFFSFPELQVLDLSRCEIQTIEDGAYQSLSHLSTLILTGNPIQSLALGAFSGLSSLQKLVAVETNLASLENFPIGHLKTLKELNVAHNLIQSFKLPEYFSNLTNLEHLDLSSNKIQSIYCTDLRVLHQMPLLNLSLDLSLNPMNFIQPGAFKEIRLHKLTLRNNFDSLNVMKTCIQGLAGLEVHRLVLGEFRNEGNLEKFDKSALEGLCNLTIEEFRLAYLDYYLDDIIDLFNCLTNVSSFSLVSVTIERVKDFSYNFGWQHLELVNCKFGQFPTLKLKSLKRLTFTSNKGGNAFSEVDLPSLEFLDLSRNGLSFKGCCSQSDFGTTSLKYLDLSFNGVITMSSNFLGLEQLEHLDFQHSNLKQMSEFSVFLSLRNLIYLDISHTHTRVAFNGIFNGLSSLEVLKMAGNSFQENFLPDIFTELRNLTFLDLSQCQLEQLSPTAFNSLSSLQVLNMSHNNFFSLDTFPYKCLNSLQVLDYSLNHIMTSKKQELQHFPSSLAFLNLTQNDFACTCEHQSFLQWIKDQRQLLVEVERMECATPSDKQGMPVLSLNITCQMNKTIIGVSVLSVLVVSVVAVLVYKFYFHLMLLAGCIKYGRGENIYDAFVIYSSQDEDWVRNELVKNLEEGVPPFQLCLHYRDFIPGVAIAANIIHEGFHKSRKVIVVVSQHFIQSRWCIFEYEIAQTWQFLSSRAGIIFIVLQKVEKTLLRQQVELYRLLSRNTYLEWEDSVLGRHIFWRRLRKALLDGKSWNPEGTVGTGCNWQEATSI
Target sequence (Q99836 whole entry, looked up): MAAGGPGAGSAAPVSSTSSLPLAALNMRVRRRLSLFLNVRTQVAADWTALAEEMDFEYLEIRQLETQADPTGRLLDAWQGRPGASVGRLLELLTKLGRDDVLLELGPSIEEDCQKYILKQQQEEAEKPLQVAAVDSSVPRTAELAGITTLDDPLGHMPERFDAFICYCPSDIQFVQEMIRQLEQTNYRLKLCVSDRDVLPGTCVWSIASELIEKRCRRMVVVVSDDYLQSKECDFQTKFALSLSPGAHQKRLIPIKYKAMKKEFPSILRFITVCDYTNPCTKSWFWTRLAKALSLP
S1P3 antagonist – S1P3 (human) receptor antagonism. 170,000 compounds, 0.27% hits. Q99500. inhibition, % at 4.98 µM. CHO S1P3 NFAT-BLA reporter, FRET fluorescence, antagonist mode;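 active means inhibition above the plate cutoff, the mean inhibition of test wells on that plate plus 3 SD, cut at about 28% in these data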;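 further: cells challenged with S1P at its EC80 of 0.8 µM; blue over green emission ratio from cleaved BLA substrate after 4 h stimulation; 0% = S1P-stimulated wells and 100% = unstimulated DMSO-only wells; some compounds past the cut are filed as inactive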
ROMK mod – human ROMK K+ channel modulation, primary screen | AID 1918 | 130,000 compounds, 2% hits | B-score at 10 µM | Tet-inducible ROMK, thallium flux fluorescence; actives lie on both sides | P48048;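 active means signal ratio slope over the read window, or its plate-corrected B-score, at least 3 SD from the plate mean, either direction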;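 further: B-score of the F/F0 ratio slope over 7 to 12 s after thallium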
TR-FRET SRC-2 ct – counter-screen for PPARgamma SRC-2 recruitment agonists: TR-FRET artefact | hits give high values | TR-FRET ratio at 8 µM | 200,000 compounds, 0.4% hits; in the data active means TR-FRET ratio above about 2000; further: inactives centre near 1500
* = called active by the depositor; · = not tested or not shown; & = joins results of further samples. A portion of the library; count on the stated rates, not on these rows.

Order of results: STAT1 blocker	PPARg SRC-3 ag	STAT3 activator	PPARg SRC-1 ag	STAT3 blocker	RAM network inh	PPARg SRC2 recr	TLR4 MyD88 comp	S1P3 antagonist	ROMK mod	TR-FRET SRC-2 ct
- CCOC(=O)C(NC(=O)CCl)(Nc1ccc(C(O)(C(=O)OCC)C(F)(F)F)cc1)C(F)(F)F (configuration not stated)
    8	2	97	-3	3	1.5	2	-2	-4	1.1	1602
- Cc1ccc2c(c1)C1CN(C)CCC1N2C(=O)c1cn(-c2ccccc2)nc1-c1ccccc1 (configuration not stated)
    8	6	99	2	6	0.9	2	2	-5	-1.9	1643
- CN1C(=O)C(=Cc2ccc(N(C)C)c([N+](=O)[O-])c2)C(=O)N(C)C1=O
    -4	2	103	8	-2	-0.4	1	-2	-2	·	1478
- CCOC(=O)c1c(NC(NC(=O)CF)C(Cl)(Cl)Cl)sc2c1CCCC2 (configuration not stated)
    2	3	116	2	-12	3.4	-2	-9	-9	·	1657
- COc1cc(C2SCC(=O)Nc3c2c(C)nn3-c2ccccc2)cc(OC)c1OC (configuration not stated)
    -1	9	98	8	2	-0.3	-2	4	·	1.1	1632
- Cc1ccc2c(c1)C(c1ccccc1)NCC(=O)N2 (configuration not stated)
    5	-16	96	6	9	1.5	10	2	4	·	1699
- C(#CCN1CCCCC1)COCc1ccccc1
    -11	-2	104	-7	0	-1.8	-3	-6	-19	-0.22	1324
- Cn1cccc1/C=C1\C(=O)NC(=O)N(Cc2ccco2)C1=O
    -15	6	146*	-1	-44	0.9	6	7	2	0.49	1631
- O=C1NC(=O)C(CCc2ccncc2)(C2CCCCC2)C(=O)N1
    7	-2	98	6	7	1.8	0	0	-11	·	1541
- CCOC(=O)C1=C(N)Oc2cc(C)oc(=O)c2C12C(=O)N1c3c(cccc32)C(C)CC1(C)C (configuration not stated)
    -2	-5	100	2	0	5.1	1	-4	-2	-4.8*	1576
- CC12CN3CC(C)(CN(C1)C3c1cccs1)C2=O (configuration not stated)
    -7	0	104	-2	0	3.2	9	8	-11	-0.39	1667
- O=C(NCCN1CCOCC1)c1ccc(Cl)nc1Cl
    1	7	98	-5	4	2.0	4	5	-32	0.77	1677
- COC(=O)[C@@H]1[C@@H](C(=O)OC)C2(c3ccccc3-c3ccccc32)N(c2ccc(Cl)cc2)N1C#N
    6	2	103	-1	0	5.7	8	8	·	0.39	1602
- CCCCn1c(O)c(C(CC)=NCc2ccco2)c(=O)[nH]c1=O
    1	2	97	7	8	0.1	1	-3	·	·	1514
- CCC(=O)c1cc(F)c(N2CCN(CC)CC2)cc1C
    -2	1	103	1	0	-1.1	-1	7	·	·	1373
- CCN1/C(=C\C=C\C2=[N+](CC)c3ccccc3C2(C)C)C(C)(C)c2ccccc21
    56*	3	16	4	100*	0.5	11	0	·	·	1659
- O=C(NC(Cc1ccccc1)C(=O)N1CCC2(CC1)OCCO2)C1CCCCC1 (configuration not stated)
    1	0	101	-3	2	-1.0	-3	-3	-56	-0.18	1431
- c1ccc2c(CN3CCCCCC3)c[nH]c2c1
    -2	-4	100	-3	3	0.0	-2	-9	-2	1	1486
- Cn1c[n+](C)cc1C(O)c1ccccc1 (configuration not stated)
    2&8	-6&6	100&104	2&2	2&-1	1.7&1.3	2&13	0&4	0	0.54	1646&1655
- CCCC(=O)NC(Oc1ccc(OC)cc1)C(Cl)(Cl)Cl (configuration not stated)
    -1	-3	101	11	4	2.0	-1	6	-2	0.9	1610
- COC(=O)CC1=C(C(=O)OC)C2(C(=O)N(C)c3ccccc32)C(C#N)=C(N)O1 (configuration not stated)
    8	0	99	0	5	3.0	6	5	·	0.45	1436
- CCN1CCN(C(=O)Cc2c(C)n(C(=O)c3ccc(Cl)cc3)c3ccc(OC)cc23)CC1
    0	2	98	6	7	-1.0	8	-4	-6	-0.21	1751
- O=P(NS(=O)(=O)c1ccc(Br)cc1)(Oc1ccccc1)Oc1ccccc1
    5	-2	98	2	7	2.7	-1	8	·	1.4	1424
- COC(=O)C(C)Oc1cc(C)cc2oc(=O)c3c(c12)CCCC3 (configuration not stated)
    6	3	91	-6	16	0.8	-7	5	12	-0.16	1414
- CCOC(=O)c1cc(C)sc1/N=C/C1C(=O)NC(=S)NC1=O
    -9	2	101	8	0	2.3	5	-19	-2	0.36	1562
- O=C1CC(N2CC=C(c3ccccc3)CC2)C(=O)N1c1ccc(F)cc1 (configuration not stated)
    5	4	99	7	1	2.5	-4	-6	7	·	1620
- CCN1CCN(S(=O)(=O)c2ccc(Cl)nc2)CC1
    6	4	91	6	18	0.9	0	2	·	·	1603
- O=c1[nH]c(=O)n(Cc2ccccc2Cl)c(O)c1C=Nc1ccc(F)cc1
    -2	7	95	6	7	4.2	-5	-7	2	-0.19	1683
- COc1ccc(OC)c([C@@H](O)[C@H](C)NC(C)(C)C)c1
    -3	-2	106	3	-4	0.7	1	-5	-3	·	1471
- ON1C2CCCCC2N(O)C1c1ccccc1 (configuration not stated)
    -1	5	108	0	-9	0.9	2	10	·	0.029	1731
- CN1C(=O)C(Cc2c[nH]c3ccccc23)C(=O)N(C)C1=O
    9	3	159*	2	-66	0.9	6	-7	-25	·	1439
- COc1cccc(C(=O)C2CCCN(Cc3ccc4nsnc4c3)C2)c1 (configuration not stated)
    3	7	109	10	2	0.2	10	-20	1	0.52	1789
- CN1C(=O)c2ccccc2NC(=O)[C@]12O[C@@H]2c1ccccc1
    -3	-2	·	9	·	-1.1	9	-10	-7	·	1621
- CN1C(=O)C(=Cc2ccccc2OCc2ccc(C(=O)O)cc2)C(=O)N(C)C1=O
    -1	1	100	-1	1	0.9	-2	-6	-4	1.1	1434
- CCc1ccc(-c2nn(Cc3ccccc3)cc2C=O)cc1
    -75	1	122	-2	-19	-0.4	1	2	-4	0.0072	1718
- CC1CN(O)C2CCc3nonc3C12O (configuration not stated)
    5	-10	106	-2	2	0.1	1	4	-40	0.71	1465
- COc1ccc(OCC(=O)N2CCN(Cc3c[nH]c4ccccc34)CC2)cc1
    6	8	135*	0	-35	1.3	4	6	10	-1.3	1508
- CC(C)c1ccc(OCC(=O)N2CCN(C)CC2)c(Br)c1
    -2	1	92	9	14	-0.7	0	-5	27	·	1501
- CC(=O)OC1C2CCCC1C(N1CCCC1)CC2 (configuration not stated)
    4&-1	-5&1	103&104	1&9	7&0	-0.4&0.1	4&7	-9&-5	-9	·	1651&1646
- COC(=O)C(O)(c1c(C)[nH]c2ccccc12)C(F)(F)F (configuration not stated)
    0	7	125	-2	-23	1.4	3	4	·	·	1350
- Cc1nc2ccccn2c1P(=S)(N1CCCCC1)N1CCCCC1
    9	3	95	4	3	-0.5	-2	0	·	-3.6*	1382
- COc1ccc(CCn2c(O)c(C=NC3CC3)c(=O)[nH]c2=O)cc1OC
    -5	8	104	10	1	-1.3	10	1	-14	·	1623
- CN1CCN(C(=O)OC2c3nccnc3C(=O)N2c2ccc(Cl)cn2)CC1 (configuration not stated)
    -2	7	108	12	-7	1.7	5	12	110*	·	1689
- CCOc1ccc(-n2c(O)c(C=NCCN(CC)CC)c(=O)[nH]c2=O)cc1
    2	-4	93	-1	13	1.2	0	-6	-8	·	1709
- OC12Oc3ccccc3C=C1N1CCC2CC1 (configuration not stated)
    1	10	93	0	14	1.3	10	0	0	·	1793
- O=C(COc1ccccc1)N1CCN(Cc2c[nH]c3ccccc23)CC1
    5	-2	125	6	-22	2.0	0	8	12	·	1620
- O=c1cccc2n1CC1CC2CN(c2nc(N3CCCCC3)nc(N3CCCCC3)n2)C1 (configuration not stated)
    7	-3	104	-4	-4	1.2	-10	-2	-16	-2	1379
- Cn1c(=O)cc(OCCCC(=O)N2CCC3(CC2)OCCO3)c2ccccc21
    -2	-7	91	3	14	1.5	-5	-5	·	·	1610
- Cc1cccc(OCC(=O)N2CCN(Cc3ccc4c(c3)OCO4)CC2)c1
    4	-2	99	-3	4	0.8	-6	6	6	1.1	1485
- CCn1cc(C(=O)c2cccs2)c2ccccc21
    6	5	93	2	10	-0.3	10	-7	·	·	1524

Following part
Order of results: STAT1 blocker	PPARg SRC-3 ag	STAT3 activator	PPARg SRC-1 ag	STAT3 blocker	RAM network inh	PPARg SRC2 recr	TLR4 MyD88 comp	S1P3 antagonist	ROMK mod	TR-FRET SRC-2 ct
- CCC[N+]12CCC(CC1)C(=C(c1ccccc1)c1ccccc1)C2
    -2	0	82	1	24	2.5	0	3	-6	-0.71	1479
- CC1CCCC(C2(O)C(=O)Nc3ccccc32)C1=O (configuration not stated)
    -6	-7	108	-2	-4	-1.0	1	-5	-5	·	1513
- CCn1ccnc1CN1CCCC(C(=O)c2ccc(SC)cc2)C1 (configuration not stated)
    2	-2	90	15	22	0.9	3	5	3	-0.87	1598
- CCOC(=O)[C@@]1(C#N)C(c2ccc(Cl)c(Cl)c2)[C@H](C(N)=O)N2C=C(C(C)=O)C=C[C@H]21 (some centres not stated)
    -8	2	107	3	-4	1.4	2	1	·	·	1400
- CCN(CC)c1ccc(CNCCc2ccc(F)cc2)cc1
    -9	-4	99	0	3	1.4	1	6	-5	-2.8*	1529
- Cc1cc(C)cc(NC(=S)NC2CC3CCCC(C2)N3Cc2cccs2)c1 (configuration not stated)
    1	-3	106	2	-2	2.1	3	6	·	·	1554
- COc1ccc(NC(=O)N2CCC3(CC2)OCCO3)cc1OC
    6	-3	100	-3	-3	0.5	0	-12	3	0.029	1494
- Cn1ccnc1P(=S)(c1nccn1C)c1nccn1C
    -1	4	99	-13	6	1.9	-4	-1	-1	·	1442
- CCCCn1c(O)c(C(C)=NC(Cc2c[nH]c3ccccc23)C(=O)OC)c(=O)[nH]c1=O (configuration not stated)
    -1	3	104	3	0	1.9	10	13	10	·	1651
- CCCCOc1ccc(CN2CCN(CCO)CC2)cc1
    1	-3	107	4	-4	0.7	1	4	9	·	1477
- N#CCN1CCN(c2ccc(C(F)(F)F)cc2)CC1
    -1	-4	93	7	12	1.6	-5	-10	2	0.0086	1504
- CC(C)(C)c1ccc(O)c(CN2CCN(c3ccccc3)CC2)c1
    2	18	99	7	2	1.1	11	-5	17	-0.66	1718
- O=c1[nH]c(=O)n(CCC2=CCCCC2)c(O)c1C=NCCN1CCNCC1
    2	-1	105	-1	-4	1.6	2	-17	5	0.87	1281
- Cc1ccc(-n2c(O)c(C=NCCN(C)C)c(=O)[nH]c2=O)cc1
    2	-2	96	2	8	0.4	2	-5	-13	0.039	1651
